High-throughput results (PubChem BioAssay)
NR3A LBD binder: NR3A (human) ligand-binding domain modulation | Tm shift relative to glycine control, % at 25 µM | 340,000 compounds, 2.5% hits | NR3A LBD differential scanning fluorimetry, Tm shift; 0% = protein alone, 100% = glycine-bound protein | AID 1259313;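 active means melting temperature shift of at least 10% of the positive control shift, at one fixed dose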
CCR6 antagonist: CCR6 (human) receptor antagonism; CHO-K1 CCR6 PathHunter beta-arrestin, luminescence, CCL20-stimulated; inhibition, % at 20 µM; 340,000 compounds, 0.49% hits;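 active means compounds whose inhibition of the agonist-driven luminescence signal at 20 µM reaches about 50%, limit read from the data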;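 further: cells stimulated with CCL20 at 14 nM final; plate controls were DMSO with CCL20 for no effect and DMSO without agonist for full effect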
MPTP block: permeability transition pore inhibition; isolated mouse mitochondria, Ca2+ swelling absorbance, 30 min; inhibition, % at 10 µM; 360,000 compounds, 1.4% hits; AID 602449;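 active means inhibition of 50% or more, scaled per plate between neutral and stimulator controls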;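 further: 0% = DMSO wells given calcium and 100% = 1 mM EGTA wells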
APOBEC3G inh: blocks human APOBEC3G single-stranded DNA deamination | 330,000 compounds, 0.28% hits | inhibition, % at 20 µM | Q9HC16 | AID 493012 | recombinant A3G, ssDNA deamination FAM/TAMRA fluorescence;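 active means inhibition of at least 40% at 20 µM, with no more than 30% in the related APOBEC3A deaminase screen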;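 further: plate controls were DMSO wells with A3G for no effect and wells lacking A3G enzyme for full effect; some compounds called inactive have numbers as strong as hits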
CXCR6 inh: inhibitors of human CXCR6 receptor | AID 602244 | inhibition, % at 20 µM | CHO-K1 PathHunter CXCR6 beta-arrestin, luminescence | 360,000 compounds, 0.36% hits | O00574; in the data active means inhibition above about 34%, passing the limit was not always enough;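 further: antagonist mode with CXCL16 agonist at 10 nM final; 0% = 10 nM CXCL16 with DMSO and 100% = unstimulated wells without agonist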
Target sequence (O00574 whole entry, looked up): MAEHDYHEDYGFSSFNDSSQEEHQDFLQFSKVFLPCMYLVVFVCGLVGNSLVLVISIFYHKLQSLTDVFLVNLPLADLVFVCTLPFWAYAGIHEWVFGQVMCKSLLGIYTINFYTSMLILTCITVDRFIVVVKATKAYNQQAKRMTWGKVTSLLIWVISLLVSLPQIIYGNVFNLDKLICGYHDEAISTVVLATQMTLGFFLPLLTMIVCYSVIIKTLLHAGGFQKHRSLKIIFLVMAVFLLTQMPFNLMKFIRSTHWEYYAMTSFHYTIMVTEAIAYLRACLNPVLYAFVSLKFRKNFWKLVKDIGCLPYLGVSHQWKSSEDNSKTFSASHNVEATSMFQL
EBI2 block: blocks human EBI2 receptor beta-arrestin signaling. P32249. EBI2 beta-arrestin recruitment, luminescence, 7a,25-OHC stimulated. inhibition, % at 5 µM. 360,000 compounds, 0.81% hits. AID 651636; in the data active means inhibition above about 38%;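 further: enzyme fragment complementation signal reports receptor beta-arrestin coupling in cells; 0% = agonist plus DMSO wells and 100% = wells without agonist; some results beyond the cut were filed as inactive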
Target sequence (P32249 whole entry, looked up, the tested form may be a part): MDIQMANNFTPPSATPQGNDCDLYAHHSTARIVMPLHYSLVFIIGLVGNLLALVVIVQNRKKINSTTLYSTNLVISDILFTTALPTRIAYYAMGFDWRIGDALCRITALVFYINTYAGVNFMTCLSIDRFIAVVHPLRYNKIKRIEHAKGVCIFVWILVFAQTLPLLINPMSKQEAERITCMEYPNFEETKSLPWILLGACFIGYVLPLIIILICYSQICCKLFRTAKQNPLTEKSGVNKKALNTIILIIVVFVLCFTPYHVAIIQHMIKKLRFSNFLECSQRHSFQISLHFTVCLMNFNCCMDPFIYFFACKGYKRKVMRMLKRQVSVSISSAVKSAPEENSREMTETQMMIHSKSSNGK
A3A deaminase: blocks human APOBEC3A ssDNA deamination | 330,000 compounds, 0.41% hits | P31941 | inhibition, % at 20 µM | recombinant A3A, FAM/TAMRA ssDNA deamination fluorescence;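 active means at least 40% inhibition at 20 µM here, with at most 30% in a related deaminase screen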;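 further: plate controls were A3A with DMSO for no effect and wells lacking A3A enzyme for full effect; some results filed as inactive read as strong as hits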
Target sequence (P31941 whole entry, looked up): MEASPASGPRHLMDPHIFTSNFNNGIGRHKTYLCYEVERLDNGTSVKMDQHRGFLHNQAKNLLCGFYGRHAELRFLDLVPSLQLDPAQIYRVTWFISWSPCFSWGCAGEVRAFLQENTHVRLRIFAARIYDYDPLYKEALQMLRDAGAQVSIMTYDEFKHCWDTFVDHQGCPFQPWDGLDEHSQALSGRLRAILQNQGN
Gli-Sufu antag: antagonists of Gli-Sufu signaling | Sufu-KO-LIGHT fibroblasts, Gli luciferase reporter luminescence | inhibition, % at 5 µM | 340,000 compounds, 0.74% hits | AID 588413;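 active means inhibition above about 55%, limit read from the data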;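 further: 0% = DMSO-treated cells and 100% = wells with medium but no cells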
* hit, by the source's call; . = not tested or not shown; & = joins results of further samples. No enrichment for hits; overall some 5.8% were active at least once.

SMILES	NR3A LBD binder	CCR6 antagonist	MPTP block	APOBEC3G inh	CXCR6 inh	EBI2 block	A3A deaminase	Gli-Sufu antag
CSc1ccc(C(=O)C2CCCN(C(=O)CCCn3cncn3)C2)cc1 (centres undefined)	1	10	0.2	-12	0	0	-6	1
CC1(c2ccc3ccccc3c2)NC(=O)N(CC(=O)Nc2cccc(S(=O)(=O)N3CCOCC3)c2)C1=O (centres undefined)	-2	17	3.1	-2	-14	2	-2	6
CCN(CC)S(=O)(=O)c1ccc2[nH]cc(C(=O)NCCc3ccc(OC)c(OC)c3)c(=O)c2c1	1	4	2.1	-6	5	4	-20	5
CC(=O)Nc1ccccc1C(=O)C(=O)Nc1cccc(Br)c1	-1	4	-2.8	-12	5	-3	-1	-38
O=C(O)CCC(=O)N1CN2CN(C(=O)CCC(=O)O)CC([N+](=O)[O-])(C2)C1	1	8	-1.2	-2	7	8	2	4
Cc1ccc(-n2nc(C)c3c2NC2=C(C(=O)CC(C)(C)C2)C3c2ccccc2OCC(=O)O)cc1 (centres undefined)	0	-15	-9.9	-4	-5	-8	-2	4
O=C(CSc1nc2c([nH]c3ccccc32)c(=O)n1-c1ccc(F)cc1)NCc1ccco1	-3	25	-1.1	-4	20	8	4	4
CN(C)c1nnnn1-c1ccc(Cl)cc1Cl	-3	12	1.4	-3	1	5	-2	-7
Cc1ccc(-n2c(SCC(=O)Nc3cc(C)on3)nc3c([nH]c4ccccc43)c2=O)cc1	2	29	-0.1	-8	23	6	-3	12
CN(C)N1C(N)=C(C#N)C(c2cccnc2)C2=C1CCCC2=O (centres undefined)	-2	-1	0.6	-7	2	-6	-5	0

The closing two records of the section before come first, to join the parts:
SMILES	NR3A LBD binder	CCR6 antagonist	MPTP block	APOBEC3G inh	CXCR6 inh	EBI2 block	A3A deaminase	Gli-Sufu antag
Cc1ccc(-n2c(SCC(=O)Nc3cc(C)on3)nc3c([nH]c4ccccc43)c2=O)cc1	2	29	-0.1	-8	23	6	-3	12
CN(C)N1C(N)=C(C#N)C(c2cccnc2)C2=C1CCCC2=O (centres undefined)	-2	-1	0.6	-7	2	-6	-5	0
CN1/C(=C\C(=O)COC(=O)CNC(=O)c2ccccc2F)C(C)(C)c2ccccc21	-1	10	0.3	1	-9	-13	0	2
CCC1NC(C(=O)O)Cc2c1[nH]c1ccccc21 (centres undefined)	-3	4	-1.2	-4	1	-1	1	1
C=CCn1c(SCC(=O)Nc2ccc(F)cc2)nc2cc(C(=O)O)ccc2c1=O	15*	18	0.0	-6	1	-5	-2	-1
C=CCOc1ccccc1CN1CCN(CCc2ccccc2)C(CCO)C1 (centres undefined)	1	10	-0.1	-9	6	10	-5	12
COc1ccc([N+](=O)[O-])cc1NC(=O)C1C2C=CC(C2)C1C(=O)O (centres undefined)	2	-18	-0.8	-6	-2	5	0	-2
Cc1ccc(OCC(=O)Sc2ccc(C)cc2)cc1	15*	9	-4.1	-9	-1	11	-5	7
CCCCn1c(/N=C/c2ccc3c(c2)OCO3)nc2ccccc21	7	0	-1.1	-5	2	-5	0	8
c1ccc(Oc2ccc(-c3ccnc4nc(N5CCOCC5)nn34)cc2)cc1	0	-5	-2.2	-2	4	-3	-2	7
NC(=O)CC(NC(=O)Cc1cccc2ccccc12)c1ccc(NC2CCCCCCC2)c([N+](=O)[O-])c1 (centres undefined)	-8	21	0.7	-3	5	-14	3	-15
CCCCCN(C(=O)CCC(=O)OCc1ccccc1C)c1c(N)n(CCCC)c(=O)[nH]c1=O	0	8	-1.1	-4	-2	-8	-2	-2
O=C(Oc1cccc(NC(=O)c2cccs2)c1)c1cccc(S(=O)(=O)N2CCCC2)c1	2	9	2.7	-8	3	-19	2	1
Cc1cccc(N2CCN(C(=S)Nc3ccc4nc(N5CCN(C)CC5)cc(C)c4c3)CC2C)c1 (centres undefined)	-2	1	2.0	-7	-4	12	1	11
CCOc1ccc(S(=O)(=O)N2CCC(C(=O)OC(C)C(=O)NC3CCCCC3C)CC2)cc1 (centres undefined)	1	3	-1.3	-6	1	5	-2	1
S=C(NNc1ccnc2cc(Cl)ccc12)Nc1ccc(Cl)cc1Cl	15*	54*	101*	3	18	6	-3	20
CCOc1ccc(NC(=O)CN(C)c2nnnn2-c2ccccc2)cc1OCC	0	-7	0.6	-2	-1	6	0	-2
O=C(NNC(=O)C1CCCN(c2ncccn2)C1)c1ccncc1 (centres undefined)	-2	7	0.6	-4	2	-5	1	-5
Cc1ccc(S(=O)(=O)NNC(=O)c2csnn2)cc1	-8	0	-1.3	0	-2	-8	0	-17
COc1cccc(N2C(=NC(=O)c3ccccc3)SC3CS(=O)(=O)CC32)c1 (centres undefined)	1	-8	-1.0	-9	2	-8	1	0
COc1cccc(NC(=O)Nc2ccc3nc(C)c(C)nc3c2)c1	28*	2	0.4	-7	1	6	-5	-12
O=c1cc(O)c2c(=O)n(C3CCCCC3)c3ccccc3c2o1	1	12	-5.2	1	0	9	7	8

A portion from further up:
SMILES	NR3A LBD binder	CCR6 antagonist	MPTP block	APOBEC3G inh	CXCR6 inh	EBI2 block	A3A deaminase	Gli-Sufu antag
Cc1ccc(S(=O)(=O)NNC(=O)c2csnn2)cc1	-8	0	-1.3	0	-2	-8	0	-17
COc1cccc(N2C(=NC(=O)c3ccccc3)SC3CS(=O)(=O)CC32)c1 (centres undefined)	1	-8	-1.0	-9	2	-8	1	0
COc1cccc(NC(=O)Nc2ccc3nc(C)c(C)nc3c2)c1	28*	2	0.4	-7	1	6	-5	-12
O=c1cc(O)c2c(=O)n(C3CCCCC3)c3ccccc3c2o1	1	12	-5.2	1	0	9	7	8

Continuation.
SMILES	NR3A LBD binder	CCR6 antagonist	MPTP block	APOBEC3G inh	CXCR6 inh	EBI2 block	A3A deaminase	Gli-Sufu antag
COc1ccc(/C=C(\NC(=O)c2ccccc2)C(=O)OCC2CCCN3CCCCC23)cc1OC (centres undefined)	-1	4	-0.6	-6	2	2	0	14
O=C(O)CCn1cc(-c2ccc(Cl)cc2)nc1-c1ccc(Cl)nc1	0	5	-0.3	-10	-6	-6	-2	-2
CC1CCN(C(=O)C2CCN(S(=O)(=O)c3ccc4c(c3)CC(C)N4C(=O)C3CC3)CC2)CC1 (centres undefined)	-1	9	0.1	-3	2	3	-2	-26
COCc1ccc(C(=O)N2CCCC(N(C)Cc3ccccc3)C2)s1 (centres undefined)	-5	11	-0.1	-1	4	-8	1	6
Cc1cc(=O)oc2cc(NC(=O)c3ccc(OC(F)F)cc3)ccc12	2	9	0.0	7	-2	7	9	38
CCCOc1ccc(C(=O)CCC(=O)OCC(=O)N2CC(=O)Nc3ccccc32)cc1	2	6	2.0	-1	-2	-8	1	-2
COC(=O)c1ccc(NC(=O)CSc2ccccn2)cc1	-3	-5	-0.2	4	-2	-1	55*	-9
CCn1cnc2cc(NC(=O)c3ccco3)ccc21	0	6	-0.6	-5	-2	-7	-7	-55
COc1cc(C(=O)NC(=S)N2CCCCCC2)cc(OC)c1OC	0	-7	0.2	-11	2	-15	1	0
O=C(CCN=C1NS(=O)(=O)c2ccccc21)OCC(=O)c1ccc(F)cc1	-1	-3	-0.1	2	1	0	0	-7
COc1ccc(/C=N/NC(=O)C(=O)NCC2CCCO2)cc1 (centres undefined)	0	-15	-0.1	-3	1	-2	2	48
CC(C)(C)n1nnnc1CN1CCSCC1	0	-9	-1.2	-7	-19	1	-6	-12
O=C(O)CCNS(=O)(=O)c1ccc(Oc2ccccc2Cl)cc1	0	5	0.6	-5	-1	-7	-4	4
O=C(O)C1C2C=CC3(O2)C1C(=O)N1c2ccccc2C2OCCC2C13 (centres undefined)	1	5	-0.8	14	8	-2	24	1
C=CCOC(=O)C1=C[C@H](c2coc3ccccc3c2=O)[C@@H](CCCO)[C@H](OCC)O1	0	6	-1.2	-5	2	3	-1	7
COc1ccc(-c2nc(N)n(C(=O)c3ccco3)n2)cc1	0	5	-0.5	3	-2	-6	-1	0
O=C(CNC(=S)N(Cc1ccc(F)cc1)C1CCCCC1)NCC1CCCO1 (centres undefined)	1	0	-0.6	-8	4	-2	2	-2
COc1ccc(NC(=S)N2CCC(C(=O)c3ccc(C)cc3)CC2)c(OC)c1	6	18	0.8	-6	-2	2	-3	4
COc1ccc(CCNC(C)=O)cc1	1	3	-1.1	-5	3	-11	-2	12
O=C(Nc1ccc(F)cc1)c1cc(-c2ccccc2)no1	-5	-6	0.9	-7	-4	-3	-2	-7
CCOC(=O)c1c(CN2CCOCC2)n(C)c2cc(Br)c(O)c(CN(C)C)c12	0&3	-7&4	6.2&-0.9	-6&-7	0&-1	9&2	-4&-5	6
COc1cc(/C=N/NC(=O)[C@H](Cc2c[nH]c3ccccc23)NC(=O)OCC(C)C)cc([N+](=O)[O-])c1O	-15	47	1.9	-5	28	1	7	11
COc1cccc(N=CC2=C(O)CCCC2=O)c1	-2	-9	0.9	0	4	-8	1	9
O=C(CSc1ccc(Cl)cc1)Nc1cccc(-c2nc3ncccc3o2)c1	4	2	-2.1	-2	-2	-4	-4	-9
COc1ccc(C2CC(=O)C(C=NCCN3CCN(C(=S)Nc4ccccc4)CC3)=C(O)C2)cc1 (centres undefined)	1	1	2.4	-4	-7	3	-2	41
Cc1cccc(N2CCN(C(=O)c3ccc4c(c3)c(C)c(C)n4C)CC2C)c1 (centres undefined)	0	23	1.2	-1	10	21	-3	-42
CCn1c(=O)cc(OCC(=O)Nc2cccnc2)c2ccccc21	-1	9	-1.2	-1	-5	-10	3	5
COCCNCc1ccccc1	0	-3	-2.2	-4	1	-10	-1	-1
CCc1ccc(OCC(=O)NCc2ccco2)c(Br)c1	2	6	0.9	0	-3	-3	-2	-16
OCCCCNCc1ccc(OCc2ccccc2)cc1	0	-3	-1.7	-2	-4	-7	4	2
CC(=O)c1sc(-c2ccc(Cl)cc2)nc1C	-1	9	-0.1	-22	8	11	-8	-62
NNC(=O)c1ccc(Cl)cc1Cl	0	-1	0.5	3	-7	-12	1	-3
O=C(COC(=O)c1ccc(Br)o1)NC1CCCCC1	-2	4	-2.1	-5	2	-2	-3	-2
S=C(c1ccc(-c2cccc(Cl)c2)o1)N1CCOCC1	-1	1	3.5	43*	-2	1	-3	-50
COCCNC(=O)c1cn(C)c(=O)c2cc(OC)c(OC)cc12	1	11	0.8	-4	1	4	1	-3
Cc1cc(OC(C)C(=O)NC(Cc2c[nH]c3ccc(O)cc23)C(=O)O)c2c(C)cc(=O)oc2c1 (centres undefined)	-2	4	-1.1	6	-3	3	5	-4
Cc1ccc2[nH]c(=O)c3cc(C(=O)NCCC(C)C)sc3c2c1	2	7	0.9	-7	-8	9	-3	8
O=C(N/N=C/c1cccc(O)c1)c1cc(-c2ccc3c(c2)OCO3)n[nH]1	32*	-33	1.6	-7	-11	-1	-2	-7
CCC(=O)N(Cc1cc(=O)[nH]c2ccccc12)c1ccc(C)cc1C	0	16	1.4	-8	11	-7	-1	3
CN(C)C(=O)OCc1c(-c2ccccc2)ncc2ccccc12	1	21	.	-10	.	.	-1	5
O=C(Nc1ccn(CCCNCC2CCCO2)c(=O)n1)OCc1ccccc1 (centres undefined)	0	7	0.1	.	1	-7	.	1
COc1cc(C(C)=O)ccc1OCC(O)CN1CCN(S(=O)(=O)c2ccccc2)CC1 (centres undefined)	0	-9	-4.5	-3	8	1	0	-2
Brc1cc(Br)c2ncnc(N3CCCCC3)c2c1	-1	-4	1.1	0	-1	14	0	5
COc1ccccc1-n1c(SCC(=O)c2ccc(O)cc2O)nc2cc([N+](=O)[O-])ccc21	30*	28	88*	-8	7	17	1	6
COc1ccc2[nH]c3c(c2c1)CCN1C(=O)C(CC(=O)NCCc2ccccn2)C[C@H](C(=O)N2CCCCC2)[C@@]31CCc1ccccc1 (some centres undefined)	0	5	-0.2	0	10	2	-2	0
CC1CCCCC1NC(=O)COC(=O)c1cc(=O)c2ccccc2o1 (centres undefined)	-2	-12	-0.1	-4	7	-9	0	-11
NC(=O)c1ccsc1NC(=O)COC(=O)Cc1ccsc1	5	-6	0.4	-2	-4	0	0	5
